Apaf1 inhib: inhibitors of human Apaf-1 apoptosome | O14727 | reconstituted apoptosome caspase-3 activity, DEVD-Rh110 fluorescence | inhibition, % at 20 µM | 330,000 compounds, 0.71% hits; active = inhibition of at least 40% at 20 µM;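 note: plate controls were DMSO wells for no effect and DEVD-CHO caspase inhibitor wells for full effect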
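detection = Rh110 fluorescence intensity | test system = biochemical Apaf-1 apoptosome reconstitution | also added = cytochrome c and DEVD-Rh110 substrate | schedule = 30 min plus 50 min, RT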
SENP8 block-1: blocks the human protease SENP8 | AID 2540 | 330,000 compounds, 1.2% hits | purified SENP8, Z-RLRGG-aminoluciferin cleavage, luminescence | inhibition, % at 10 µM | Q96LD8; in the data active = inhibition above about 50%
UBC13 polyUb: inhibitors of human UBC13 polyubiquitin chain formation. P61088. TR-FRET. inhibition, % at 20 µM. 330,000 compounds, 0.47% hits; in the data active = inhibition above about 45%, passing the limit was not always enough
Target sequence (P61088 whole entry, looked up): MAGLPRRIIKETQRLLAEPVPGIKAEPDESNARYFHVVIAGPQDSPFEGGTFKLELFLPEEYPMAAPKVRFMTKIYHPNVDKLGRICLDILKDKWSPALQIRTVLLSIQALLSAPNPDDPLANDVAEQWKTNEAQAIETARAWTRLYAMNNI
SENP8 block-2: inhibitors of human SENP8 protease. recombinant SENP8, Nedd8 substrate fluorescence. inhibition, % at 20 µM. 360,000 compounds, 0.64% hits. AID 602440; in the data active = inhibition mostly above about 40%, no sharp cut-off; inactive = mostly below about 27%
SENP6 inh: SENP6 protease inhibition. Recombinant SENP6 catalytic domain, aminoluciferin luminescence. Q9GZR1. AID 2599. 330,000 compounds, 1.8% hits. inhibition, % at 10 µM;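 active = inhibition above about 50% at the single tested dose, limit read from the data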;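 note: plate controls were DMSO wells with enzyme for no effect and DMSO wells lacking enzyme for full effect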
Target sequence (Q9GZR1 628-1112 limits assumed): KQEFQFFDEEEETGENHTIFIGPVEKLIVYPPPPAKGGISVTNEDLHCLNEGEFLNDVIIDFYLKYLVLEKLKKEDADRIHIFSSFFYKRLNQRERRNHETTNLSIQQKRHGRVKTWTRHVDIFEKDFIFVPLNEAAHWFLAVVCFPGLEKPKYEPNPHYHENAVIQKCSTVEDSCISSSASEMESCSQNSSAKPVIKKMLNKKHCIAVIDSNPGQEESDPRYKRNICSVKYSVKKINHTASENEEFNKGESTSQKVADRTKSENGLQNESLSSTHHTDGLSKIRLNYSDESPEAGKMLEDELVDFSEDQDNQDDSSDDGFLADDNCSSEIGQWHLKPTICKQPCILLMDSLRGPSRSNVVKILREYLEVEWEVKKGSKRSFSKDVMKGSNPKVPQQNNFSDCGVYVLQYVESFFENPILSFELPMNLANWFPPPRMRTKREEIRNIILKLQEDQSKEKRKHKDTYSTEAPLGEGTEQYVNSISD
A3G deaminase: blocks human APOBEC3G single-stranded DNA deamination; AID 493012; inhibition, % at 20 µM; Q9HC16; recombinant A3G, ssDNA deamination FAM/TAMRA fluorescence; 330,000 compounds, 0.28% hits;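 active = inhibition of at least 40% at 20 µM, with no more than 30% in the related APOBEC3A deaminase screen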;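 note: plate controls were DMSO wells with A3G for no effect and wells lacking A3G enzyme for full effect; some compounds called inactive have numbers as strong as hits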
Target sequence (Q9HC16 whole entry, looked up): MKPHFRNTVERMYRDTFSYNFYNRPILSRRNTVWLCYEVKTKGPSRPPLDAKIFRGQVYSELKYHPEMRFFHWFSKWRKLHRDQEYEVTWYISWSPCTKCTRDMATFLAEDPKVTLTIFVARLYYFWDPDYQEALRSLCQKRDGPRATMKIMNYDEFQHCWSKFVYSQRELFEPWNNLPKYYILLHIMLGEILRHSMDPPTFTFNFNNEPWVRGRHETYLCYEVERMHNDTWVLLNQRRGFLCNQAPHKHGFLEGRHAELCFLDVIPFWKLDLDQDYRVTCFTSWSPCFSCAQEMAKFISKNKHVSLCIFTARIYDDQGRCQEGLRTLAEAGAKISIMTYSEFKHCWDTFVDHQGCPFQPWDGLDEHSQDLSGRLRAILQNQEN
SENP1 inh: blocks the human SENP1 SUMO protease catalytic domain | Q9P0U3 | recombinant SENP1 catalytic domain, CyPet-SUMO1-YPet FRET cleavage | inhibition, % at 10 µM | 360,000 compounds, 0.21% hits;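 active = inhibition at least 30% at 10 µM, raw YFP signal under a set limit, fluorescence ratio 0.5 to 1.5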;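 note: 0% = enzyme with DMSO and 100% = no enzyme wells; some results filed as inactive read as strong as hits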
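System: Recombinant human SENP1 catalytic domain, His6-tagged | Incubation: Enzyme reaction for 50 min at room temperature, dark | Medium: Tris pH 8 with BME, BSA, NP40 and catalase | Also added: 25 nM SUMO1 FRET substrate | Compound: 10 µM single point, 0.5% DMSO | Measured by: FRET fluorescence in CFP and YFP emission channels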
SENP7 block: blocks the human protease SENP7 | Q9BQF6 | AID 434973 | 330,000 compounds, 1.5% hits | inhibition, % at 5 µM | recombinant SENP7, Z-RLRGG-aminoluciferin luminescence, 40 min;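 active = inhibition above about 50% at the single test dose, limit read from the data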;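 note: plate controls were DMSO with enzyme for no effect and no enzyme buffer wells for full effect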
* hit, by the source's call.

Sample of the layout:
For Cc1cc(=O)oc2cc(NC(=O)C3COc4ccccc4O3)ccc12 (stereo unspecified) the results were Apaf1 inhib 8, SENP8 block-1 -170, UBC13 polyUb -1, SENP8 block-2 -232, SENP6 inh -11, A3G deaminase 10, SENP1 inh -1 and SENP7 block 3.
O=C(c1cccc(Cl)c1)N1CCC(N2CCC(C(=O)N3CCCC3)CC2)CC1 was read as Apaf1 inhib 18, SENP8 block-1 -6, UBC13 polyUb -7, SENP8 block-2 6, SENP6 inh -2, A3G deaminase -5, SENP1 inh -14 and SENP7 block -13.
For O=C1C=C(c2cccc(CO)c2)C[C@@H](c2ccc(Cl)cc2)C1 the results were Apaf1 inhib 15, SENP8 block-1 3, UBC13 polyUb 9, SENP8 block-2 -5, SENP6 inh 2, A3G deaminase -3, SENP1 inh 3 and SENP7 block 8.

The whole of this part (from the top)
For Cc1cc(=O)oc2cc(NC(=O)C3COc4ccccc4O3)ccc12 (stereo unspecified) the results were Apaf1 inhib 8, SENP8 block-1 -170, UBC13 polyUb -1, SENP8 block-2 -232, SENP6 inh -11, A3G deaminase 10, SENP1 inh -1 and SENP7 block 3.
O=C(c1cccc(Cl)c1)N1CCC(N2CCC(C(=O)N3CCCC3)CC2)CC1 was read as Apaf1 inhib 18, SENP8 block-1 -6, UBC13 polyUb -7, SENP8 block-2 6, SENP6 inh -2, A3G deaminase -5, SENP1 inh -14 and SENP7 block -13.
For O=C1C=C(c2cccc(CO)c2)C[C@@H](c2ccc(Cl)cc2)C1 the results were Apaf1 inhib 15, SENP8 block-1 3, UBC13 polyUb 9, SENP8 block-2 -5, SENP6 inh 2, A3G deaminase -3, SENP1 inh 3 and SENP7 block 8.
Cc1nc(-c2coc3cc(O)c(C)cc3c2=O)cs1 was read as Apaf1 inhib 8, SENP8 block-1 94*, UBC13 polyUb 7, SENP8 block-2 -143, SENP6 inh 93*, A3G deaminase -6, SENP1 inh -1 and SENP7 block 98*.
Cn1c2c(c(=O)n(C)c1=O)C(NC(=O)c1cccs1)(C(F)(F)F)C(=O)N2 (stereo unspecified) was read as Apaf1 inhib 6, SENP8 block-1 2, UBC13 polyUb -11, SENP8 block-2 -29, SENP6 inh -2, A3G deaminase -2, SENP1 inh 0 and SENP7 block -2.
Screening O=C1C2C3C=CC(C3)C2C(=O)N1/N=C/c1cn(Cc2ccccc2)c2ccccc12 (stereo unspecified) returned Apaf1 inhib 17, SENP8 block-1 -1, UBC13 polyUb 0, SENP8 block-2 16, SENP6 inh 3, A3G deaminase -2, SENP1 inh 1 and SENP7 block 4.
`Cc1nn(Cc2ccccc2)c(Cl)c1C(=O)NCc1ccco1` gave Apaf1 inhib -5, SENP8 block-1 1, UBC13 polyUb 15, SENP8 block-2 2, SENP6 inh 4, A3G deaminase -2, SENP1 inh 0 and SENP7 block 0.
CCS(=O)(=O)c1nc(S(=O)(=O)c2ccc(C)cc2)c(N2CCOCC2)s1 was read as Apaf1 inhib 2, SENP8 block-1 -12, UBC13 polyUb -11, SENP8 block-2 24, SENP6 inh -19, A3G deaminase -7, SENP1 inh 4 and SENP7 block -11.
For CCNC(=O)CSc1nc2cc([N+](=O)[O-])ccc2n1-c1cccc(C(F)(F)F)c1 the results were Apaf1 inhib -3, SENP8 block-1 3, UBC13 polyUb 1, SENP8 block-2 20, SENP6 inh 0, A3G deaminase -5, SENP1 inh 2 and SENP7 block -3.
`N#Cc1c(NC(=O)c2ccc(N3CCOCC3)c([N+](=O)[O-])c2)sc2c1CCCC2` gave Apaf1 inhib 24, SENP8 block-1 0, UBC13 polyUb -19, SENP8 block-2 34, SENP6 inh 8, A3G deaminase 5, SENP1 inh 2 and SENP7 block 7.
Screening CCOC(=O)c1ccccc1NC(=O)COc1coc(CN2CCc3ccccc32)cc1=O returned Apaf1 inhib 27, SENP8 block-1 -4, UBC13 polyUb -4, SENP8 block-2 6, SENP6 inh 1, A3G deaminase -6, SENP1 inh 2 and SENP7 block -9.
Screening Cc1ccc(C2=NN(CC(=O)NCc3cccs3)C(=O)CC2)cc1 returned Apaf1 inhib -17, SENP8 block-1 2, UBC13 polyUb 11, SENP8 block-2 18, SENP6 inh -5, A3G deaminase -6, SENP1 inh 2 and SENP7 block -9.
`COc1cccc(/C=N/NC(=O)N/N=C/c2cccc(OC)c2O)c1O` gave Apaf1 inhib 2, SENP8 block-1 50*, UBC13 polyUb -10, SENP8 block-2 -2, SENP6 inh 50, A3G deaminase -3, SENP1 inh -1 and SENP7 block 1.
For CCCOc1ccc(/C=N/NC(=O)CN2CCCCC2)cc1OCC the results were Apaf1 inhib -18, SENP8 block-1 5, UBC13 polyUb -2, SENP8 block-2 12, SENP6 inh 9, A3G deaminase -2, SENP1 inh -1 and SENP7 block -2.
COc1cccc(N/C(SCc2cccc([N+](=O)[O-])c2)=C(/C#N)C(N)=O)c1 was read as Apaf1 inhib 6, SENP8 block-1 2, UBC13 polyUb -3, SENP8 block-2 7, SENP6 inh 7, A3G deaminase -2, SENP1 inh -1 and SENP7 block 11.
`COc1ccc(/C=C(\NC(=O)c2cccs2)C(=O)Nc2ccc(C)cc2)cc1OC` gave Apaf1 inhib 3, SENP8 block-1 -11, UBC13 polyUb -21, SENP8 block-2 3, SENP6 inh -8, A3G deaminase -3, SENP1 inh -1 and SENP7 block -4.
Screening O=C(Nc1ccccc1N1CCN(C(=O)c2ccccc2)CC1)c1cc(Br)ccc1Cl returned Apaf1 inhib 10, SENP8 block-1 5, UBC13 polyUb -4, SENP8 block-2 17, SENP6 inh 16, A3G deaminase -1, SENP1 inh 2 and SENP7 block 4.
`O=C(NCc1cccnc1)c1ccc(COc2ccccc2Br)cc1` gave Apaf1 inhib 9, SENP8 block-1 -10, UBC13 polyUb 7, SENP8 block-2 -1, SENP6 inh -2, A3G deaminase 1, SENP1 inh 1 and SENP7 block 3.
Screening CSc1cccc(Nc2ccc(S(=O)(=O)N3CCOCC3)cc2[N+](=O)[O-])c1 returned Apaf1 inhib 7, SENP8 block-1 -2, UBC13 polyUb -8, SENP8 block-2 33, SENP6 inh 5, A3G deaminase -2, SENP1 inh 1 and SENP7 block 7.
For O=C(CCCn1c(SCC(=O)c2ccccc2)nc2ccccc2c1=O)NCC1CCCO1 (stereo unspecified) the results were Apaf1 inhib 6, SENP8 block-1 -6, UBC13 polyUb -6, SENP8 block-2 7, SENP6 inh 5, A3G deaminase -7, SENP1 inh 0 and SENP7 block -9.
Screening CCc1ccc(C(=O)Cc2cc3cccc(OC)c3oc2=O)cc1 returned Apaf1 inhib 8, SENP8 block-1 -1, UBC13 polyUb 6, SENP8 block-2 12, SENP6 inh -4, A3G deaminase -7, SENP1 inh 1 and SENP7 block -4.
CC(=O)c1cccc(NC(=O)N2CCCCCC2)c1 was read as Apaf1 inhib 5, SENP8 block-1 -10, UBC13 polyUb 1, SENP8 block-2 -1, SENP6 inh -9, A3G deaminase -3, SENP1 inh 0 and SENP7 block -7.
For Cc1ccc(NC(=O)Nc2ccc3c(c2)CCC3)cc1 the results were Apaf1 inhib 6, SENP8 block-1 7, UBC13 polyUb -6, SENP8 block-2 1, SENP6 inh 5, A3G deaminase 2, SENP1 inh -1 and SENP7 block -4.
For COc1ccc(NC(=O)C/C(C)=N/NC(=O)c2cnccn2)cc1Cl the results were Apaf1 inhib 1, SENP8 block-1 1, UBC13 polyUb -8, SENP8 block-2 19, SENP6 inh -4, A3G deaminase 1, SENP1 inh 1 and SENP7 block 1.
`CC(C)N(Cc1nc(-c2ccc(Cl)cc2)no1)C(=O)/C=C/c1ccccc1` gave Apaf1 inhib 22, SENP8 block-1 -2, UBC13 polyUb 1, SENP8 block-2 16, SENP6 inh 0, A3G deaminase -4, SENP1 inh 2 and SENP7 block 6.
For COc1ccc(N2C(=O)CS/C2=C\[N+](=O)[O-])cc1 the results were Apaf1 inhib 2, SENP8 block-1 -11, UBC13 polyUb -24, SENP8 block-2 22, SENP6 inh 3, A3G deaminase -1, SENP1 inh 1 and SENP7 block -9.
For Cn1nnnc1SCC(=O)NCCc1ccc(Cl)cc1 the results were Apaf1 inhib -8, SENP8 block-1 -6, UBC13 polyUb 9, SENP8 block-2 19, SENP6 inh -25, A3G deaminase -5, SENP1 inh -1 and SENP7 block 5.
For CC(C)N(C(=S)Nc1cccc(S(=O)(=O)N(C)C)c1)c1ccccc1 the results were Apaf1 inhib 2, SENP8 block-1 -8, UBC13 polyUb -5, SENP8 block-2 29, SENP6 inh -1, A3G deaminase 7, SENP1 inh 3 and SENP7 block 1.
Screening CC1(C)C2([N+](=O)[O-])CN3CC1([N+](=O)[O-])CN(C2)C31CCCC1 returned Apaf1 inhib -6, SENP8 block-1 2, UBC13 polyUb -12, SENP8 block-2 30, SENP6 inh 8, A3G deaminase -3, SENP1 inh 1 and SENP7 block 2.
`O=C(OCC(=O)N1CCc2ccccc21)c1ccc(Cl)nc1` gave Apaf1 inhib -15, SENP8 block-1 0, UBC13 polyUb 2, SENP8 block-2 2, SENP6 inh 17, A3G deaminase -2, SENP1 inh 1 and SENP7 block -7.
CCOC(=O)CSCc1nc(-c2ccc(Cl)cc2)oc1C was read as Apaf1 inhib 9, SENP8 block-1 -11, UBC13 polyUb -7, SENP8 block-2 14, SENP6 inh -7, A3G deaminase -5, SENP1 inh 1 and SENP7 block 10.
`Cc1ccc(S(=O)(=O)C2(C(=O)Nc3ccc(Br)cc3)CC2)cc1` gave Apaf1 inhib 13, SENP8 block-1 7, UBC13 polyUb -9, SENP8 block-2 3, SENP6 inh -7, A3G deaminase 8, SENP1 inh 1 and SENP7 block 9.
Screening CCOC(=O)N1CCN(C(=O)c2cc(COc3ccc4ncccc4c3)on2)CC1 returned Apaf1 inhib 3, SENP8 block-1 -1, UBC13 polyUb 4, SENP8 block-2 -11, SENP6 inh -1, A3G deaminase -7, SENP1 inh 0 and SENP7 block 1.
`CC(C)(C)[C@@H]1COC(=O)[C@H](Cc2ccc(F)cc2)CC/C=C\C[C@H](CC(=O)N(CCO)Cc2ccccc2)C(=O)N1` gave Apaf1 inhib 27, SENP8 block-1 3, UBC13 polyUb -3, SENP8 block-2 13, SENP6 inh -5, A3G deaminase -2, SENP1 inh 1 and SENP7 block 8.
Screening CCN=C1SC(CC(=O)NC2CCCCC2)C(=O)N1CC (stereo unspecified) returned Apaf1 inhib -2, SENP8 block-1 1, UBC13 polyUb 4, SENP8 block-2 8, SENP6 inh -11, A3G deaminase -8, SENP1 inh 2 and SENP7 block 5.
O=C1CSC(c2ccncc2)N1Cc1ccc(F)cc1 (stereo unspecified) was read as Apaf1 inhib 0, SENP8 block-1 5, UBC13 polyUb -6, SENP8 block-2 9, SENP6 inh -10, A3G deaminase -7, SENP1 inh 4 and SENP7 block 5.
Screening Cc1ccc(C)c(NC(=S)N(C)CCc2ccccn2)c1 returned Apaf1 inhib -1, SENP8 block-1 3, UBC13 polyUb 6, SENP8 block-2 10, SENP6 inh 8, A3G deaminase -9, SENP1 inh 2 and SENP7 block 3.
For Cc1ccc2nc(SCC(=O)Nc3cc([N+](=O)[O-])ccc3F)[nH]c2c1 the results were Apaf1 inhib 6, SENP8 block-1 6, UBC13 polyUb -5, SENP8 block-2 19, SENP6 inh -18, A3G deaminase 1, SENP1 inh -1 and SENP7 block 3.
Screening COc1ccc(-c2cc(OC)c3c(C)oc(C)c3c(=O)c2)cc1OC returned Apaf1 inhib -17, SENP8 block-1 -5, UBC13 polyUb -19, SENP8 block-2 -12, SENP6 inh -6, A3G deaminase 4, SENP1 inh 8 and SENP7 block -13.
Cc1ccc(NC(=O)c2cc(C)n(-c3ccccc3)c2C)cc1 was read as Apaf1 inhib 14, SENP8 block-1 67*, UBC13 polyUb 7, SENP8 block-2 16, SENP6 inh 86*, A3G deaminase -4, SENP1 inh 1 and SENP7 block 72*.

Compound activity deposited in PubChem by Sanford-Burnham Center for Chemical Genomics.

Compounds as they come; 3.6% or so of the library scored in one or more.
